MBNL1-CUG inh – qHTS Assay for Inhibitors of MBNL1-poly(CUG) RNA binding. Muscleblind-like protein 1 (Homo sapiens), Q9NR56. TR-FRET MBNL1-His/biotin-(CUG)12 binding, 665/545 ratio. Potency, µM (titrated, usually from 57.5 µM), inactives show top-dose activity change, negative = inhibition, most hits filed as inhibitors. hit rate 0.036% among 280,000; active means well fitted inhibition curve with a large enough effect in the signal ratio, with a control signal flat, not every such curve was filed as active; inconclusive means small, poorly fitted or top-dose-only effect, or effect the other way, or a change in a side signal; inactive means no such curve, though single readings can be large or run the other way; the % refers to the signal ratio; further: potency means the concentration at half of the fitted maximal effect; on the % scale 0 is the no-effect control and ±100 the full control effect
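Ratiometric TR-FRET (665 over 545 nm, excitation 340 nm) tracks disruption of MBNL1-His/biotin-(CUG)12 complex after 60 min at room temperature, with compounds at 92 nM to 58 uM final.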
Mito fusion yeast – qHTS Assay for Small Molecule Inhibitors of Mitochondrial Division or Activators of Mitochondrial Fusion | S. cerevisiae fusion-defective mutant growth rescue, CellTiterGlo 48 h | Potency, µM (top dose mostly 46.1 µM), for the others: top-dose growth rescue (activation), most hits filed as activators | hit rate 0.23% among 320,000;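 further: potency means the concentration at half of the fitted maximal effect; % of control where 0% means no effect; nearly all actives have a fitted effect of over 45% in size; temperature-sensitive fusion mutants such as fzo1-1 at 37 °C on non-fermentable ethanol glycerol medium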
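S. cerevisiae fusion-defective temperature-sensitive mutants (e.g. fzo1-1, mgm1-5) grown 48 h at 37C in YPEG (ethanol/glycerol non-fermentable) medium with 23 nl compound per well; growth rescue read as CellTiterGlo luminescence.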
GALK inhibitor – qHTS Assay for Inhibitors of Human Galactokinase (GALK); P51570; Purified GALK, Kinase-Glo residual ATP luminescence; Potency, µM (highest dose often 57.5 µM), inactives show at the top dose activity change, negative = inhibition, most hits filed as inhibitors; hit rate 0.007% among 270,000; further: potency means the concentration at half of the fitted maximal effect; on the % scale 0 is the no-effect control and ±100 the full control effect
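Human GALK (5 nM) with 35 uM ATP and 100 uM galactose in 20 mM HEPES pH 8.0, 5 mM MgCl2, 60 mM NaCl, 1 mM DTT, 0.01% BSA. After 1 h at room temperature, leftover ATP was read by Kinase-Glo Plus luminescence.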
BCR signal inh – qHTS Assay to Find Inhibitors of Chronic Active B-Cell Receptor Signaling; ABC-DLBCL IkBa-CBG/CBR reporter, luminescence ratio, 4 h; Potency, µM (top dose mostly 46.1 µM), for inactives: at the highest dose ratio change, negative = lower green/red ratio, actives largely listed as inhibitors; hit rate 0.05% among 340,000; AID 493014, 2011; active means well fitted inhibition curve with a large enough effect in the signal ratio, with a control signal flat, not every such curve was filed as active; inconclusive means small, poorly fitted or top-dose-only effect, or effect the other way, or a change in a side signal; the % refers to the signal ratio;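 further: potency means the concentration at half of the fitted maximal effect; plate controls were basal doxycycline-induced cells for no effect and cells given 10 µM MG132 for full effect; MG132 reads +100%, hits lower the ratio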
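TMD8 ABC-DLBCL cells carrying doxycycline-inducible green luciferase fused to IkappaBalpha plus unfused red luciferase were exposed to compounds (up to 46 uM) for 4 hrs at 37C. Activity came from the overlap-corrected green/red luminescence ratio.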
hERG WT inh – qHTS for Inhibitors of KCHN2 3.1: Wildtype qHTS | Voltage-gated inwardly rectifying potassium channel KCNH2 (Homo sapiens), Q12809 | U2OS, BacMam KCNH2, thallium flux FluxOr; active compounds read low | activity change, % at 1.84 µM | hit rate 0.37% among 340,000 | AID 720551, 2013;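 active means maximum activity change below -70%; inconclusive means maximum activity change between -70% and -50%; inactive means maximum activity change above -50%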; further: on the % scale 0 is the no-effect control and ±100 the full control effect
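U2OS cells were transduced with wild-type KCNH2 virus (2.03 x 10^8 / mL) for 4 h at room temperature, then cultured overnight at 37 C. Thallium flux was read with FluxOr dye. Rate constants were normalized to DMSO controls.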
Menin-MLL TR inh – qHTS Assay for Inhibitors Targeting the Menin-MLL Interaction in MLL Related Leukemias: Competition With Texas Red Labeled MLL-derived Mutant Peptide; hit rate 0.23% among 270,000; Potency, µM (titrated, usually from 61.6 µM), for the others: top-dose FP activity change, negative = inhibition, usual class: inhibitors; O00255; Menin + Texas Red MLL mutant peptide, fluorescence polarization; AID 1768, 2009; active means well fitted inhibition curve with a large enough effect in the polarisation, with a control signal flat, not every such curve was filed as active; inconclusive means small, poorly fitted or top-dose-only effect, or effect the other way, or a change in a side signal; inactive means no such curve, though single readings can be large or run the other way; the % refers to the polarisation; further: potency means the concentration at half of the fitted maximal effect; % of control where 0% means no effect; many of its hits are not listed in these tables
Target sequence (O00255 whole entry, looked up): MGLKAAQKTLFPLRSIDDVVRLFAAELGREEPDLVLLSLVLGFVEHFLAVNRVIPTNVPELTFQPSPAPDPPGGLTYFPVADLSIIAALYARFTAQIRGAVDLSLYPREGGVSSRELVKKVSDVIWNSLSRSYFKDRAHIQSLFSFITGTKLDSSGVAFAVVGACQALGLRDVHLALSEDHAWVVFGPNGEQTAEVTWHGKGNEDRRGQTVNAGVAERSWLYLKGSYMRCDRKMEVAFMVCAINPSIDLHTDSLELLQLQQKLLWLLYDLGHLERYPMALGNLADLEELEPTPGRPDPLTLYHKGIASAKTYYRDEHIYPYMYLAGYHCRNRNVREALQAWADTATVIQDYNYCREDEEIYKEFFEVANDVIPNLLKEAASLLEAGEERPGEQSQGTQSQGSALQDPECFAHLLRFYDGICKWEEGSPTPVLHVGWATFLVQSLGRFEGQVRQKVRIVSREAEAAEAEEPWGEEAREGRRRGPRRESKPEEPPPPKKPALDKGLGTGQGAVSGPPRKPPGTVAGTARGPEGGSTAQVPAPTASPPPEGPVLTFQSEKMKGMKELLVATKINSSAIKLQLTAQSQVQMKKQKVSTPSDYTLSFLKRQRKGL
PKM2 activator – qHTS Assay for Activators of Human Muscle isoform 2 Pyruvate Kinase; purified PKM2, Kinase-Glo ATP luminescence, activation; response scale: 0% is enzyme alone, no compound; Pyruvate kinase PKM (Homo sapiens), P14618; hit rate 0.34% among 260,000; Potency, µM (doses to about 57.5 µM), inactives show at the highest dose activation, actives largely listed as activators; further: potency means the concentration at half of the fitted maximal effect; on the % scale 0 is the no-effect control and ±100 the full control effect; nearly all actives have a fitted effect of over 55% in size
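Purified hPK-M2 (>95%) run at intermediate activity with 0.1 mM ADP and 0.5 mM PEP in 50 mM imidazole pH 7.2, KCl, MgCl2; 1 h room temperature. ATP formed read by Kinase-Glo luminescence; normalized to uninhibited and no-enzyme controls.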
S-ASM inh – Inhibitors of Secretory Acid Sphingomyelinase (S-ASM): qHTS; placental ASM, HMU-PC fluorogenic substrate, 60 min; hit rate 0.006% among 340,000; Potency, µM (series often up to 57.5 µM), without a hit: top-dose activity change, negative = inhibition, hits mostly inhibitors; Sphingomyelin phosphodiesterase (Homo sapiens), P17405; further: potency means the concentration at half of the fitted maximal effect
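HMU-PC0 cleavage (9 uM final) by human placental ASM, 60 min at 37 °C following 10 min compound exposure at RT; stopped at pH 10, fluorescence Ex 386/Em 447 nm.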
Eya2 phos inh – qHTS Assay for Inhibitors of the Phosphatase Activity of Eya2; hit rate 0.006% among 330,000; recombinant Eya2, OMFP fluorescence dephosphorylation (OMFP is methylfluorescein phosphate); Potency, µM (highest dose often 76.9 µM), inactives show at the top dose activity, negative = inhibition, hits mostly inhibitors; AID 488837, 2010; Protein phosphatase EYA2 (Homo sapiens), O00167; further: potency means the concentration at half of the fitted maximal effect; on the % scale 0 is the no-effect control and ±100 the full control effect
Target sequence (O00167 whole entry, looked up): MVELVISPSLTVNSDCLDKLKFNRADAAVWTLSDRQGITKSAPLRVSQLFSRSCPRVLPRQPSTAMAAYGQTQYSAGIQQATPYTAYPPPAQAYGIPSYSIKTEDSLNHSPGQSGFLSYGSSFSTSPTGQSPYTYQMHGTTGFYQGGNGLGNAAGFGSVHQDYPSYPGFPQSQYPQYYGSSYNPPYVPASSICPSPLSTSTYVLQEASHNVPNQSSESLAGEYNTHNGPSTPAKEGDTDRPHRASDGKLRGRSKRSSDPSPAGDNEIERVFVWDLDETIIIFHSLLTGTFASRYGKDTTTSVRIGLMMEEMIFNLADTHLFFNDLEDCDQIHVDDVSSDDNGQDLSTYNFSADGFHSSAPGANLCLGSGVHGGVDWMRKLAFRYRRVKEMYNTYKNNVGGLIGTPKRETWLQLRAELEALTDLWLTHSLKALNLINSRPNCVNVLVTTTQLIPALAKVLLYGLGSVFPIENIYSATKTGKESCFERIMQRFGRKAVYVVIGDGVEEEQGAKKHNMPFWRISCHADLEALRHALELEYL
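Eya2 protein (added as 0.2 uM solution) was preincubated with compound for 10 min at ambient temperature in 50 mM HEPES pH 7.5, 50 mM NaCl, 5 uM MgCl2, 0.05% BSA, 1 mM DTT. OMFP (added at 50 uM) then reacted 10 min; fluorescence read at 485/525 nm.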
USP2a block – qHTS Assay for Inhibitors of Ubiquitin-specific Protease USP2a Using CHOP2 as the Reporter. Ubiquitin carboxyl-terminal hydrolase 2 (Homo sapiens), O75604. Potency, µM (titrated, usually from 38.3 µM), for inactives: at the highest dose activity change, negative = inhibition, most hits filed as inhibitors. USP2 core, Ub-CHOP2 coupled fluorogenic reporter, 485/531. hit rate 0.01% among 330,000;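 further: potency means the concentration at half of the fitted maximal effect; plate controls were DMSO wells for no effect and full inhibition by NEM control for full effect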
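Cell-free coupled assay: 10nM USP2 core preincubated 30min RT with compound in Tris-HCl pH 8.0/CaCl2/CHAPS buffer, then 25nM Ub-CHOP2 and 25nM reporter substrate; fluorescence (Ex 485/Em 531) read after 60min RT, normalized to NEM inhibition, concentration-response curves fitted.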
TSHR antagonist – Antagonists of the Thyroid Stimulating Hormone Receptor: HTS campaign. Thyrotropin receptor (Homo sapiens), P16473. TSHR-expressing cells, TSH-stimulated cAMP HTRF, 2 h; active compounds read low. activity change, negative = inhibition, % at 11.5 µM. hit rate 0.2% among 330,000;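 active means activity change below a set negative limit, meaning inhibition stronger than a set level, cut at about -70% in these data; inconclusive means activity change between two set negative limits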; further: on the % scale 0 is the no-effect control and ±100 the full control effect
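Read-out is FRET at 665 nm (cryptate excitation 337 nm) from a cryptate-tagged anti-cAMP antibody, competed by cell cAMP against cAMP-d2. Compounds are tested on freshly harvested TSHR cells challenged with 4nM TSH (EC80) for 2 hours at 37 deg C.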
An asterisk follows results filed as active; u = inconclusive; x = no result given; [ ] = remark or other dose. Unless noted, the call rests on the fitted dose curve; in most records, active means well fitted curve in the direction sought with a large enough effect; inconclusive means small, poorly fitted or top-dose-only effect, or another doubt; inactive means no such curve, though single readings can be large; an effect the other way counts as inactive or inconclusive. This is a subset; rates above refer to the full screens.

SMILES	MBNL1-CUG inh	Mito fusion yeast	GALK inhibitor	BCR signal inh	hERG WT inh	Menin-MLL TR inh	PKM2 activator	S-ASM inh	Eya2 phos inh	USP2a block	TSHR antagonist
O=C(N/N=C/c1sc(=O)n(-c2ccccc2)c1Cl)c1ccncc1	u	-9%	2%	u	-7	1%	-20%	1%	9%	1%	16
O=C(NCc1ccccc1)Nc1cccn(Cc2ccccc2F)c1=O	x	-8%	1%	1%	-7	2%	1%	-2%	2%	3%	-3
O=S1(=O)NC(=NCC(c2ccco2)N2CCCCC2)c2ccccc21 (configuration not stated)	-1%	0%	0%	8%	x	x	0%	2%	1%	3%	0
Cc1nc(N2CCN(C)CC2)c2c(C)c(C(=O)Nc3ccc(C)c(F)c3)sc2n1	2%	0%	-1%	2%	10	0%	3%	-2%	0%	2%	0
Cc1cc(C)n2nc(SCc3nnc(-c4ccccc4Br)o3)nc2n1	1%	-3%	6%	1%	-12	-14%	7%	-1%	18%	1%	1
CC(NC(=O)COc1ccccc1)C(=O)OCC(=O)c1cc2ccccc2o1 (configuration not stated)	u	0%	10%	-6%	1	u	3%	-2%	11%	0%	0
CCOC(=O)N1CCN(c2c(N3CCN(c4ccc(F)cc4)CC3)c(=O)c2=O)CC1	4%	-2%	-1%	-1%	34	x	1%	-1%	-16%	-1%	-1
O=c1c(Cl)cc(Cl)nn1-c1ccccc1	u	-1%	1%	u	-3	3%	-4%	2%	2%	1%	-9
COc1cccc(NC(=O)c2ccccc2NC(=O)c2ccncc2)c1	x	x	x	-1%	0	x	x	2%	9%	4%	x
O=S(=O)(CC(CN1CCCCC1)N1CCCCC1)c1ccccc1 (configuration not stated)	1%	-29%	0%	u	x	-12%	18%	4%	-5%	0%	13
O=C1NN(c2cccc(Br)c2)C(=O)/C1=C\c1ccc(N2CCOCC2)cc1	-4%	-13%	x	2%	5	u	x	0%	-2%	1%	7
O=C(Nc1ccccc1)C1=C[C@H](c2ccc(Br)cc2)C[C@H](OCc2ccc(CO)cc2)O1	-4%	23%	-2%	u	2	u	1%	-13%	-3%	1%	-8
O=C(Cn1cc(C(F)(F)F)cc(Cl)c1=O)Nc1cccc(Cl)c1	33%[activator]	1%	0%	3%	-1	-21%	-1%	-3%	7%	5%	2
Cc1oc(-c2ccccc2Cl)cc1-c1nn2c(-c3ccco3)nnc2s1	0%	-2%	0%	6%	x	0%	-3%	x	5%	5%	-11
COCCn1c(C)cc(C(=O)COC(=O)c2[nH]c(C)c(C(C)=O)c2C)c1C	x	-2%	x	u	-14	x	x	-3%	8%	2%	-6
COc1ccc(S(=O)(=O)Nc2ncccc2C)c2ccccc12	-4%	5%	-6%	-2%	-3	-21%	-2%	1%	-4%	1%	-7
Cc1nc(Sc2nnnn2C)c2c3c(sc2n1)CCC3	86%[activator]	-5%	0%	u	3	2%	2%	3%	22%[15.4 µM]	1%	-11
CC(C)Sc1nnc([C@H](Cc2ccccc2)NC(=O)OC(C)(C)C)o1	0%	2%	-1%	4%	-1	x	3%	3%	-15%	2%	0
Cc1cc(=O)oc2cc(OC(C)C(=O)Nc3nccs3)ccc12 (configuration not stated)	4%	21%	0%	u	-6	6%	22%	2%	-21%	-1%	1
Cc1ccc(NC(=O)C2CCN(S(=O)(=O)c3ccc4c(c3)CCCC(=O)N4)CC2)c(Br)c1	-4%	-1%	-7%	u	3	x	x	0%	-1%	4%	5

Three structures already listed, arranged by formula weight, ascending.
SMILES	MBNL1-CUG inh	Mito fusion yeast	GALK inhibitor	BCR signal inh	hERG WT inh	Menin-MLL TR inh	PKM2 activator	S-ASM inh	Eya2 phos inh	USP2a block	TSHR antagonist
O=C(NCc1ccccc1)Nc1cccn(Cc2ccccc2F)c1=O	x	-8%	1%	1%	-7	2%	1%	-2%	2%	3%	-3
Cc1oc(-c2ccccc2Cl)cc1-c1nn2c(-c3ccco3)nnc2s1	0%	-2%	0%	6%	x	0%	-3%	x	5%	5%	-11
Cc1nc(N2CCN(C)CC2)c2c(C)c(C(=O)Nc3ccc(C)c(F)c3)sc2n1	2%	0%	-1%	2%	10	0%	3%	-2%	0%	2%	0

Next part.
SMILES	MBNL1-CUG inh	Mito fusion yeast	GALK inhibitor	BCR signal inh	hERG WT inh	Menin-MLL TR inh	PKM2 activator	S-ASM inh	Eya2 phos inh	USP2a block	TSHR antagonist
CCO[C@@H]1OC(C(=O)N2CCOCC2)=C[C@H](C)[C@H]1CCCO	-1%	1%	0%	1%	-4	1%	2%	5%	5%	-2%	7
Nc1nc(N)nc(-c2cc([N+](=O)[O-])ccc2O)n1	x	-8%	x	u	-7	x	x	-2%	-1%	1%	2
CC(Sc1ccccc1)C(=O)Nc1cccc(N(C)S(C)(=O)=O)c1 (configuration not stated)	-7%	-2%	2%	x	-19	1%	5%	-2%	x	x	x
CCOC(=O)c1cc(NC(=O)c2ccccc2)c(=O)oc1-c1ccccc1	u	8%	5%	2%	-2	u	0%	-4%	0%	0%	-30
CCOc1ccc(NC(=O)N(C2CCCCCC2)C2CCN(C(C)=O)CC2)cc1	-8%	2%	0%	-6%	6	-16%	-4%	2%	-15%	3%	10
O=C(CC1(O)C(=O)Nc2ccccc21)c1ccccc1O (configuration not stated)	23%	2%	3%	9%	3	1%	25%	-1%	11%	0%	-4
O=C(NC(C(=O)c1ccccc1)N1CCOCC1)c1ccccc1 (configuration not stated)	1%	0%	0%	7%	-5	7%	6%	-1%	-6%	2%	-6
O=C(c1ccc(NS(=O)(=O)c2ccccc2)cc1)N1CCCCCC1	-7%	-2%	-1%	-6%	10	x	5%	3%	5%	1%	7
Cc1nn(CC(=O)N2CCc3ccccc3C2)c(C)c1[N+](=O)[O-]	-13%	10%	-1%	-9%	-21	100%[activator]	0%	-1%	-22%	1%	-8
CCCCN1C(=O)C(=O)N(CC(=O)Nc2ccc(C(N)=O)cc2)C1=O	x	-2%	x	3%	-8	x	x	3%	0%	0%	-2
O=C(Nc1cc(Cl)ccc1O)c1snnc1-c1ccccc1	-3%	-13%	0%	u	-4	u	0%	-14%	-5%	1%	-34
CN(CC(=O)Nc1ccccc1C(F)(F)F)C(=O)c1ccc(N2C(=O)CCC2=O)cc1	x	2%	x	-15%	2	x	x	0%	20%	0%	10
COc1ccc(-c2nc(C#N)c(N3CCCCCC3)o2)cc1	5%	15%	0%	u	14	-19%	4%	0%	-12%	1%	-24
Cc1cc(C)nc(N2CCC(C(=O)N3CCN(c4cc(Cl)ccc4C)CC3)CC2)n1	-3%	u	2%	-7%	-21	5%	0%	-22%	-11%	-9%	-19
COc1ccccc1NC(=O)NC1(C)CCS(=O)(=O)C1 (configuration not stated)	-6%	-3%	-4%	-6%	-1	1%	-1%	2%[11.5 µM]	-1%	3%	23
CCCn1c(NC(=O)C2CCN(C(=O)c3ccc(F)cc3)CC2)nc2ccccc21	-4%	-2%	1%	u	18	x	-1%	21%	-1%	0%	-5

Bioassay records as filed in PubChem BioAssay.
